# S3 lipid droplet: qHTS Assay for Lipid Storage Modulators in Drosophila S3 Cells | Drosophila S3 cells, BODIPY lipid droplet fluorescence, 18-24 h; cells fed with added oleic acid | lipid storage change, negative = inhibition, % at the top dose, mostly 46.1 µM; hits show Potency in µM | hit rate 0.64% among 320,000; active means well fitted inhibition curve with a large enough effect in the signal ratio, with a control signal flat, not every such curve was filed as active; inconclusive means small, poorly fitted or top-dose-only effect, or effect the other way, or a change in a side signal; the % refers to the signal ratio
#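 Laser-scanning cytometry quantifies lipid droplet accumulation (500–530 nm total intensity; droplet/cell object ratio) in oleic acid-fed (400 uM added) Drosophila S3 cells treated with a concentration series. 20 uM Triacsin C defined 100% inhibition.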
# S3 lipid droplet cell count max: also measured in S3 lipid droplet; calls as there; cell number change, %; measured here: cell count max response;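 cells counted by Cell Tracker Red CMTPX staining in the red channel; peak over a dose series mostly up to 46.1 µM; percent activity relative to internal control wells on each plate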
# Starred values were filed as active, the others as inactive; i = inactive; ? = inconclusive; . = not tested or not shown; [ ] = remark or other dose. On the % scale 0 is the no-effect control and ±100 the full control effect; potency means the concentration at half of the fitted maximal effect. Not all compounds are listed (hit frequency here may not be typical).
Molecule	S3 lipid droplet	S3 lipid droplet cell count max
CCCCN1C(=O)C(=O)N(CC(=O)c2cc(C)n(-c3cc(C)on3)c2C)C1=O	12%	-1
COCCn1c(-c2ccccc2)cnc1N	?	.
C/C(=N/NC(=O)c1ccccc1)C(=O)O	-13%	16
CN(C)c1ccc(/C=N/OC(=O)Nc2ccccc2)cc1	?	.
O=C(Nc1ncccn1)C1CCCN1S(=O)(=O)c1ccc(Cl)c(Cl)c1 (stereo unspecified)	i	.
C/C(=N\NC(=O)c1cccc(Cl)c1)C1C(=O)c2ccccc2C1=O	?	.
O=C(Nc1ccc2nc(-c3ccco3)[nH]c2c1)c1cccs1	-7%	-17
Cc1ccc(N(C(=O)CS(=O)CC(=O)Nc2ccc(F)cc2)C(C)C(=O)NC(C)(C)C)cc1 (stereo unspecified)	?	.

# (more compounds)
Molecule	S3 lipid droplet	S3 lipid droplet cell count max
CS(=O)(=O)n1nc(-c2ccc(Cl)cc2)nc1N	8%	7
Cc1cccc(CCN=C(N)NS(=O)(=O)c2ccccc2)c1	i	20
O=C(NNC(=O)c1ccccc1F)c1ccc(-n2cncn2)c([N+](=O)[O-])c1	?	.
CCC(C)N(CC(=O)Nc1cccc(C)c1C)C(=O)CCl (stereo unspecified)	?	.
CCn1c(CNC(=O)c2ccco2)nnc1SCC(=O)Nc1cc(C(F)(F)F)ccc1Cl	?	.
CCN(CC(=O)Nc1ccccc1C(F)(F)F)C(=O)c1ccc2c(c1)NC(=O)CS2	?	.
CN1C(=O)C(O)(CC(=O)/C=C/c2ccco2)c2ccccc21 (stereo unspecified)	-8%	-15
C=CCN1C(=O)C(Cc2ccc(OC)cc2)S/C1=N\N=C\c1cccs1 (stereo unspecified)	?	.

# Further structures.
Molecule	S3 lipid droplet	S3 lipid droplet cell count max
CCOc1ccc2c(c1)C(N(CCN1CCOCC1)C(=O)Nc1ccccc1)CC(C)(C)O2 (stereo unspecified)	3%	-3
O=C(c1ccccc1)c1ccccc1	-5%	7
Cc1nc(NCc2ccc3c(c2)OCO3)c2nnn(Cc3ccccc3)c2n1	?	.
COc1ccc(-n2c(COc3cccc4ccccc34)nnc2SCC(=O)NCc2ccco2)cc1	?	.
O=C(N/N=C/c1ccccc1OCc1ccccc1)c1cccnc1	?	.
O=C(CSc1nnnn1-c1ccccc1)Nc1ncc2c(n1)CC(c1ccco1)CC2=O (stereo unspecified)	?	.
C/C=C/C(=O)N1CC2(CC(c3cccc(NC(=O)/C(C)=C/C)c3)=NO2)C[C@H]1C(N)=O (stereo partly specified)	4%	9
C#CCOCCOCCOCCNc1nc(N2CCN(C(=O)Cn3cc(CCCN=C(N)N)nn3)CC2)nc(N2CCN(C(=O)[C@H](C(C)C)n3cc(CCO)nn3)CC2)n1	-3%	-4

# (listing goes on)
Molecule	S3 lipid droplet	S3 lipid droplet cell count max
O=C(COC(=O)c1ccccc1-n1cnnn1)c1ccc(Br)cc1	?	.
O=C(NC12CCC(O)C(SC1)/C2=N/O)c1ccccc1 (stereo unspecified)	-21%	5
Cc1ccccc1C(=O)NC1CCN(Cc2nnnn2C(C)(C)C)CC1	5%	.
COc1ccc(NC(=O)C2CC(c3ccc(OC)c(OC)c3)=NO2)cc1OC (stereo unspecified)	?	.
COc1ccc(S(=O)(=O)N2CCN(S(=O)(=O)c3ccc4c(c3)OCCO4)CC2)cc1C	?	.
COc1cc(C(=O)Nc2nccs2)c(Br)c(OC)c1OC	?	.
Cc1ccn2c(=O)nc(SCC(=O)NCc3ccc4c(c3)OCO4)nc2c1	?	.
COc1cc(OC)c(C2C(C#N)=C(N)OC3=C2C(=O)CC(C)C3)cc1OC (stereo unspecified)	20%	-7

# (list continues)
Molecule	S3 lipid droplet	S3 lipid droplet cell count max
CC1(C)Cc2nc(-c3ccccc3)nc(SCC(O)CO)c2CO1 (stereo unspecified)	0%	-7
Cc1ccc(C)c(NC(=O)CN(C)C(=O)/C=C/c2ccco2)c1	10%	8
Cc1cc2cc(CCNC(=O)CC(C)(C)C)c(=O)[nH]c2cc1C	?	.
O=C1c2cccc3cccc(c23)C(=O)N1c1ccccn1	?	.
Cc1cc(C)c(-c2cc(C)nc3ncnn23)c(C)c1	?	.
O=C(NCCCn1ccnc1)C1CC2CCC1C2 (stereo unspecified)	?	.
Cc1ccc(-c2nn(-c3ccccc3)cc2CN(C)C(=O)CCC(=O)O)cc1C	14%	28
CC1CCN(CCc2nc3cc(NC(=O)Nc4ccccc4)ccc3n2C)CC1	?	.

# Carrying on:
Molecule	S3 lipid droplet	S3 lipid droplet cell count max
NC(=O)C1=C[C@@H](c2csc3ccccc23)C[C@@H](OCCCCO)O1	4%	-14
Cc1cccc2cc(CN(Cc3cccnc3)C(=O)c3ccncc3)c(=O)[nH]c12	i	-7
N#CCSc1nc2ccccc2c(=O)n1C1CCCCC1	7%	9
C/C(=N/Nc1nc(-c2ccccc2)c(CC(=O)O)s1)c1ccccc1	-8%	-16
O=C(Nc1cc(Cl)ccc1N1CCOCC1)c1ccc2c(c1)OCCO2	-16%	-5
COc1cccc2sc(=NC(=O)CCS(=O)(=O)c3ccc(C)cc3)n(C)c12	?	.
O=C(CN1CCN(c2nc(-c3ccc(Cl)cc3)cs2)CC1)NCc1ccco1	?	.
O=C(N/N=C/c1ccc(O)c([N+](=O)[O-])c1)C(O)(c1ccccc1)c1ccccc1	?	.

# A section of the results above:
Molecule	S3 lipid droplet	S3 lipid droplet cell count max
Cc1cccc2cc(CN(Cc3cccnc3)C(=O)c3ccncc3)c(=O)[nH]c12	i	-7
N#CCSc1nc2ccccc2c(=O)n1C1CCCCC1	7%	9
C/C(=N/Nc1nc(-c2ccccc2)c(CC(=O)O)s1)c1ccccc1	-8%	-16
O=C(Nc1cc(Cl)ccc1N1CCOCC1)c1ccc2c(c1)OCCO2	-16%	-5
COc1cccc2sc(=NC(=O)CCS(=O)(=O)c3ccc(C)cc3)n(C)c12	?	.

# Next part.
Molecule	S3 lipid droplet	S3 lipid droplet cell count max
O=C(Nc1cccc(C(=O)Nc2cccc(C(F)(F)F)c2)c1)c1ccc(=O)[nH]c1	?	.
Cc1c(C(=O)NC(=S)Nc2ccc3c4c(cccc24)CC3)cccc1[N+](=O)[O-]	13%	7
C[C@H](NC(=O)c1ccc(Cl)c(S(=O)(=O)N2CCOCC2)c1)c1nc2ccccc2[nH]1	-10%	-15
O=C1CCC(=O)N1c1ccc(CSc2nnnn2C2CCCCC2)cc1	?	.
COc1cccc(COC(=O)C2CCN(C(=O)c3ccc(F)cc3)CC2)c1OC	6%[0.0737 µM]	-10
Cc1noc(C)c1S(=O)(=O)N1CCCC(C(=O)NC2CCCCC2)C1 (stereo unspecified)	i	.
COCCNC(=O)Cn1cnc2ccc(S(=O)(=O)N3CCC(C)CC3)cc2c1=O	?	.
CCCc1nnc(NC(=O)CCC(=O)N2CCN(c3ccccc3)CC2)s1	i	-12

# The list continues.
Molecule	S3 lipid droplet	S3 lipid droplet cell count max
Cc1nc(-c2ccccc2)sc1-c1nc(-c2cccnc2)ncc1S(=O)(=O)c1ccccc1	?	.
Cc1ccc(S(=O)(=O)N(C)c2ccc(OCC(=O)O)cc2)cc1	?	.
COc1ccc(NC(=O)NC2(C(=O)N3CCN4CCCC4C3)CCCCC2)cc1 (stereo unspecified)	?	.
CCOC(=O)N1CCN(S(=O)(=O)c2ccc(C(=O)Nc3nnc(CSC)o3)cc2)CC1	?	.
Cc1ccc(/C=N/NC(=O)c2c(-c3ccccc3)noc2C)o1	14%	9
CC(=O)c1c(C(C)=O)c(C)n(NC(=O)c2cccnc2)c1C	8%	-5
CN(C)S(=O)(=O)c1cccc(NC(=S)Nc2cc(Cl)cc(Cl)c2)c1	?	.
CC(=O)Nc1ccc(NC(=O)C(C)OC(=O)C2(c3ccc(Cl)cc3)CCCC2)cc1 (stereo unspecified)	-12%	-13

# Going on with the list.
Molecule	S3 lipid droplet	S3 lipid droplet cell count max
O=[N+]([O-])c1cccc(/C=N/Nc2nc(NCc3ccccc3)nc(N3CCOCC3)n2)c1O	-8%	1
CCCN(CCC)CC(O)CN1C(=O)N(CN2C(=O)N(CC(O)CN(CCC)CCC)C(=O)C2(C)C)C(C)(C)C1=O (stereo unspecified)	0%	-13
Cc1cccc(NC(=O)N2CCC(NC(=O)C3CCCCC3)CC2)c1	-14%	24
CCOC(=O)C1=C(COC(=O)COc2cccc(C)c2C)NC(=O)NC1C (stereo unspecified)	?	.
Cc1ccc(C)n1-n1c(C)nc2scc(-c3cccs3)c2c1=O	?	.
CCc1ccc(CN(C)C(=O)CCc2nnc(COc3ccccc3)o2)cc1	13%	.
CCN(C(=S)NC(=O)C1CC1)c1ccccc1	-1%	.
CC(=O)c1c(Nc2ccc3c(c2)OCCO3)oc(C)cc1=O	10%[9.22 µM]	3

# Remaining list, next part:
Molecule	S3 lipid droplet	S3 lipid droplet cell count max
Cn1c(=O)c2c(ncn2CC(=O)N/N=C/c2c[nH]c3ccccc23)n(C)c1=O	10%	0
CC(=Nc1ccc2c(c1)nc(CO)n2C)C1=C(O)CC(C)(C)CC1=O	?	.
CC[n+]1c(-c2ccccc2)csc1Nc1c(C)n(C)n(-c2ccccc2)c1=O	9%	-8
CC(C)S(=O)(=O)C/C(N)=N/OC(=O)c1cc(Cl)cc(Cl)c1	5%	-8
CC(=O)c1cc2c(cc1N/C(=N/S(=O)(=O)c1ccc(C)cc1)c1ccccc1)OCO2	19%	15
COc1ccc(Cc2nnc(NC(=O)Nc3ccc(F)cc3)s2)cc1OC	9%	1
CC(C)(C)NC(=O)C(c1cccs1)N(CC1CCCO1)C(=O)c1ccc(-c2ccccc2)[nH]1 (stereo unspecified)	-5%	.
CSCC[C@H](NC(=O)c1ccc(Br)o1)c1nnc2ccccn12	?	.

# Two records drawn at random from the list so far, as already listed:
Molecule	S3 lipid droplet	S3 lipid droplet cell count max
CC(C)S(=O)(=O)C/C(N)=N/OC(=O)c1cc(Cl)cc(Cl)c1	5%	-8
CC[n+]1c(-c2ccccc2)csc1Nc1c(C)n(C)n(-c2ccccc2)c1=O	9%	-8

# (cont.)
Molecule	S3 lipid droplet	S3 lipid droplet cell count max
COCCCNc1cc(C)nc2ccccc12	-12%	-18
CCOC(=O)Cn1c(=O)c2c(nc3n2CCS3)n(C)c1=O	11%	2
Cc1cccc(CCNS(=O)(=O)c2ccc3c(c2)NC(=O)C(C)S3)c1 (stereo unspecified)	i	.
CCC(=O)Nc1cccc(C(=O)c2ccc(C)c(C)c2)c1	i	.
CCN(CC(=O)Nc1ccc(NC(C)=O)cc1)C(=O)CCCc1nc2ccccc2s1	?	.
O=S1(=O)CCN2C(Cc3ccc(SC(F)F)cc3)=CSC2=N1	20%	0
CCN(N=O)[C@@H](Cc1ccccc1)CN(N=O)[C@@H](Cc1ccccc1)CN(C)N=O	-5%	6
Cc1cccc(OC(C)C(=O)N2CCc3ccccc3C2)c1 (stereo unspecified)	?	.

# Further structures:
Molecule	S3 lipid droplet	S3 lipid droplet cell count max
S=C(NCc1ccc2[nH]c3c(c2c1)CCCC3)Nc1ccccc1Cl	?	.
Cc1cccc(/C=N/n2c(C)cc(C)c(C#N)c2=O)c1	11%	11
Cc1nc(NC(=O)c2c(-c3ccccc3)noc2C)sc1C(=O)N(C)C	i	8
O=C(CN1CCN(c2ccccn2)CC1)N1c2ccccc2Sc2ccc(C(F)(F)F)cc21	?	.
COCC(=O)Nc1cc(C)cn(Cc2cccc(C(F)(F)F)c2)c1=O	7%	-2
S=C1NCN(CCc2ccccc2)CN1	?	.
CCCC[C@]12Cc3cc(C#N)ccc3C(O1)c1c(c3cc(F)ccc3oc1=O)O2	12%[9.22 µM]	9
O=C(O)c1cnn(-c2nc(-c3cccc(F)c3)cs2)c1C(F)(F)F	?	.

# (list continues)
Molecule	S3 lipid droplet	S3 lipid droplet cell count max
O=C(O)c1ccc(Nc2nc3c(s2)CCCC3)cc1	?	.
CCN(CC)C(=O)Cn1c(=O)n(-c2ccccc2)c(=O)c2c3c(sc21)CCC3	i	-14
C[C@H](NC(=O)[C@H]1N2C(=O)c3ccccc3C2SC1(C)C)C(=O)N1CCCCC1 (stereo partly specified)	23µM*	-4.2*
COc1cc2c(cc1OC)CN(c1nc(CN3CCOCC3)nc3sc4c(c13)CCCC4)CC2	?	.
Cc1ccc(N2CC(NS(=O)(=O)c3cccnc3)CC2=O)cc1 (stereo unspecified)	i	.
O=C1CC(c2cccs2)CC2=C1C(c1ccccc1)n1ncnc1N2 (stereo unspecified)	?	.
CCOC(=O)C[n+]1c(C)sc2ccc(OC)cc21	?	.
COc1ccc(CC(=O)OCc2cc3ccc(C)cc3[nH]c2=O)cc1	18%	-26

# Remaining list, next part
Molecule	S3 lipid droplet	S3 lipid droplet cell count max
O=C(CSc1ncn[nH]1)Nc1cc(S(=O)(=O)N2CCCC2)ccc1Cl	i	.
Cc1ccc(OCC(=O)N(C)CC(=O)Nc2ccc(N3CCOCC3)cc2)cc1	?	.
COc1ccc(-c2cc(C(=O)NCc3ccc(Cl)cc3)no2)cc1OC	?	.
Cc1ccc(CN2CCN(CC3CC4C=CC3C4)CC2)cc1 (stereo unspecified)	?	.
Cc1noc(/C=C/Nc2ccc(F)cc2F)c1[N+](=O)[O-]	?	.
COc1cccc(/C=N/NC(=O)c2ccc(N(C)S(=O)(=O)c3ccccc3)cc2)c1OC	-3%	8
Cc1cc([N+](=O)[O-])ccc1NC(=O)C(C)[n+]1ccccc1 (stereo unspecified)	?	.
CCOc1ccc(NC(=O)C2CCCN(c3c(CC)c(C)nc4ncnn34)C2)cc1 (stereo unspecified)	i	12
COC(=O)c1ccccc1S(=O)(=O)N1CCC(C(=O)NC2=NCCS2)CC1	?	.
CCc1nc2sc3c(c2c(=O)n1CCO)CCC3	i	4
C=CCSc1nnc(-c2cccnc2)o1	?	.
